From PubChem
RXFP1 antagonist – antagonists of human relaxin receptor RXFP1; Q9HBX9; HEK293-RXFP1, relaxin-stimulated cAMP HTRF, 30 min; hits give low values; activity change, negative = inhibition, % at 57.5 µM; hit rate 0.59% among 350,000; AID 1259400;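 active = activity change of -60% or lower, but not beyond a set lower limit; inconclusive = change between -60% and -40%, or beyond the set limit; inactive = change above -40%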; note: % is set by controls: 0 for no effect and ±100 for the full control effect
D1 antag – antagonists of human D1 dopamine receptor; HEK293 TREx D1 cells, calcium flux, dopamine EC80; hits give low values; hit rate 3.2% among 360,000; activity change, negative = inhibition, % at 10 µM; P21728; in the data active = activity change below about -30%; note: % is set by controls: 0 for no effect and ±100 for the full control effect
Target sequence (P21728 whole entry, looked up): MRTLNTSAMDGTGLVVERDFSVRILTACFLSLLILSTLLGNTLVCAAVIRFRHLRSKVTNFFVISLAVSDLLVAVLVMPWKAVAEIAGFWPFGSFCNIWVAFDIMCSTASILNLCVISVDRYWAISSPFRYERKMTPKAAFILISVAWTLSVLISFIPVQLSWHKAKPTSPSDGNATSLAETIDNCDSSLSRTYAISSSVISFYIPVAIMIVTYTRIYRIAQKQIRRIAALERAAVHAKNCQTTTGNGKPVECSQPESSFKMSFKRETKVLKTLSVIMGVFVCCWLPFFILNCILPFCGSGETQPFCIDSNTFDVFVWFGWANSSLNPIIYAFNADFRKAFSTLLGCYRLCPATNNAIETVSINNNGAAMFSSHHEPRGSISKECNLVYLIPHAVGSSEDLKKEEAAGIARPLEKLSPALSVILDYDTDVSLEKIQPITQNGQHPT
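Cells carrying a force-coupled, tetracycline-inducible human D1 receptor report calcium flux. Each well gets a 10 s baseline, compound with 180 s monitoring, then an EC80 dopamine stimulus with a second 180 s kinetic read.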
D1 agonist – human D1 receptor agonism; activation, % at 2 µM; hit rate 1% among 360,000; AID 504660; P21728; HEK293 T-REx D1 cells, calcium flux, agonist mode; in the data active = activation above about 30%; note: 0% is about no effect
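Inducible HEK293 T-REx D1 cells, force-coupled to calcium signalling, were plated at 4000 cells/well with tetracycline and held overnight at 30 C. After no-wash calcium dye loading, compound-evoked calcium rise over 180 s flagged agonists.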
D2 potentiator – D2 dopamine receptor (human) potentiation; P14416; HEK293 T-REx D2, calcium flux, EC20 dopamine potentiation; potentiation, % at 10 µM; hit rate 0.34% among 340,000; AID 485347;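 active = potentiation over 3 SD above the plate norm, cut at about 30% in these data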; note: 0% is about no effect
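Potentiation of an EC20 dopamine calcium response measured kinetically over 180 s, after a preceding 180 s compound-only read flagging agonists. Cells: inducible Hek293 Trex D2 line, 4000/well, cultured overnight at 30 C before dye loading.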
Vif-APOBEC3G blk – inhibitors of Vif-APOBEC3G interaction. Q9HC16. HeLa A3G-eYFP + Vif (tagged APOBEC3G with the HIV-1 protein that degrades it), YFP fluorescence, overnight. Potency, µM (top dose mostly 46.1 µM), inactives show at the top dose activity, negative = active, hits mostly inhibitors. hit rate 0.076% among 410,000. AID 602310;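 note: potency is the fitted concentration of half-maximal effect; % is set by controls: 0 for no effect and ±100 for the full control effect; nearly all actives have a fitted effect of over 60% in size; hits raise eYFP signal because A3G escapes Vif-driven loss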
Target sequence (Q9HC16 whole entry, looked up): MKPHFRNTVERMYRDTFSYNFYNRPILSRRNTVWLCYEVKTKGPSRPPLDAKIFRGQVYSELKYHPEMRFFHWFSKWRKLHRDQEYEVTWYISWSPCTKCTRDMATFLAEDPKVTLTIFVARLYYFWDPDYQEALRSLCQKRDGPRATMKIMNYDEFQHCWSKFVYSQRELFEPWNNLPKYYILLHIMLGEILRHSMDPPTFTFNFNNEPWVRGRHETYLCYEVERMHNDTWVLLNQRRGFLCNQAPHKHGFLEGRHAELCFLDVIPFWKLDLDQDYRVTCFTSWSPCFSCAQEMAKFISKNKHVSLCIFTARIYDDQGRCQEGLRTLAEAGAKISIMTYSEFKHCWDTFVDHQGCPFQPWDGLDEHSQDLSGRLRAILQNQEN
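HeLa cells stably expressing Vif and C-terminally eYFP-tagged A3G, seeded overnight at 37 deg C, then exposed to compound by pintool overnight at 37 deg C. Rise in yellow fluorescence (Ex 488/Em 500-530, Acumen) marks blocked Vif-driven A3G degradation.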
D1 potentiator – human D1 dopamine receptor positive modulation. AID 504651. hit rate 0.036% among 360,000. HEK293 TREx D1 cells, calcium flux, dopamine EC20 potentiation. P21728. potentiation, % at 10 µM; in the data active = potentiation above about 30%; note: 0% is about no effect
Glioma ERSR ind – ER stress response induction in glioma. Potency, µM, for inactives: top-dose activation, hits mostly activators. U87-MG GRP78 promoter luciferase reporter, 16 h. hit rate 0.02% among 420,000; note: potency is the fitted concentration of half-maximal effect; series mostly up to about 76 µM; % of control where 0% means no effect; nearly all actives have a fitted effect of over 35% in size
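ERSR induction read as luciferase luminescence (Bright-Glo, 10 min at room temperature) in stably transfected human U87-MG glioma cells exposed to compounds for 16 h, using GRP78 as sensor.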
RXFP1 agonist – agonists of human relaxin receptor RXFP1 | Q9HBX9 | HEK293T-RXFP1 cAMP TR-FRET, 30 min; response scale: percent of porcine relaxin response, buffer zero | hit rate 0.3% among 370,000 | Potency, µM (series often up to 57.5 µM), for the others: top-dose activation, most hits filed as activators; note: potency is the fitted concentration of half-maximal effect; % is set by controls: 0 for no effect and ±100 for the full control effect; nearly all actives have a fitted effect of over 60% in size; many of its hits are not listed in these tables
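cAMP rise read by TR-FRET after 30 min, 37C compound exposure (up to 58 uM) in RXFP1-transfected HEK293 cells with Ro 20174 present. EC50 from Hill-equation fits, with 29 nM porcine relaxin as 100% and buffer as basal.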
Vif-A3F inh – inhibitors of Vif-A3F interaction. HeLa A3F-eYFP + Vif (tagged APOBEC3F with the HIV-1 protein that degrades it), YFP fluorescence increase. Potency, µM (series often up to 46.1 µM), for the others: at the highest dose activity, negative = active. hit rate 0.2% among 390,000; note: potency is the fitted concentration of half-maximal effect; % of control where 0% means no effect; nearly all actives have a fitted effect of over 65% in size
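HeLa cells stably expressing A3F-eYFP plus Vif, plated and incubated overnight at 37 deg C, then exposed to compounds overnight at 37 deg C. Blocked degradation read as raised yellow fluorescence (Ex 488/Em 500-530).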
* = called active by the depositor; ? = inconclusive; · = no result given; & = joins results of further samples. Unless noted, calls come from the whole dose curve; as a rule, active = well fitted curve in the direction sought with a large enough effect; inconclusive = small, poorly fitted or top-dose-only effect, or another doubt; inactive = no such curve, though single readings can be large; an effect the other way counts as inactive or inconclusive.

SMILES	RXFP1 antagonist	D1 antag	D1 agonist	D2 potentiator	Vif-APOBEC3G blk	D1 potentiator	Glioma ERSR ind	RXFP1 agonist	Vif-A3F inh
COc1ccc(NC(=O)c2cnn(-c3ccccc3)c2C)cc1OC	-7	-25	1	11	-10%	-9	3%	1.5%	-3%
FC(F)(F)c1nc(-c2cccs2)ncc1-c1nnnn1-c1ccc(Cl)cc1	-18	1	3	-1	-6%	-1	-13%	0.2%	-9%
CC(C)c1cccc(C2=CC(=O)C[C@H](c3ccc4c(c3)OCO4)C2)c1	·	7	5	-5	0%	0	-1%	0.4%	3%
CC(C)OCCCNS(=O)(=O)c1ccc2c(c1)oc(=O)n2C	-6	-6	2	-14	-1%	-7	-5%	0.1%	3%
Cc1cccc(OCc2nnc(SCC(=O)Nc3ccc(N4CCOCC4)cc3)o2)c1	-1	4	9	·	2%	-6	-3%	2.1%	-3%
COc1cc(OC)c(/C=C2\SC(=O)N(CC(=O)Nc3ccccc3F)C2=O)c(OC)c1	6	-2	2	-1	?	-1	-3%	0.5%	?
CCNC(=O)C12CCC(C)(C(=O)C1Br)C2(C)C (stereo not drawn)	-1	-3	6	·	-1%	-1	-1%	-6.0%	-4%
CC(C)CC(=O)NC(=S)Nc1ccc(F)cc1F	-15	1	20	-6	-1%	1	-2%	1.6%	-3%
Cc1ccc(NC(=O)CSc2n[nH]c(C)c2[N+](=O)[O-])cc1	4	-18	16	-5	0%	-8	0%	0.1%	1%
COc1ccc(CNC(=O)CCNS(=O)(=O)c2ccc3c(c2)oc(=O)n3C)cc1	-14&-7	-10&-27	1&1	-1&-7	2%&-5%	4&0	-2%&4%	4.9%&0.9%	-10%&-3%
COc1ccc(N2CC(C(=O)N3CCN(c4ccccc4OC)CC3)CC2=O)cc1 (stereo not drawn)	8	-7	1	5	3%	-5	-3%	0.2%	-17%
CCC1=C(c2cc(OC)c(OC)c(OC)c2)C2(CCCC2)C(=O)O1	·	1	5	1	1%	2	-4%	-2.3%	2%
COC(=O)c1csc2c(C(F)(F)F)cc(N3CCN(C(=O)Nc4ccccc4)CC3)nc12	1	-2	3	-7	2%	12	-5%	30%	0%
O=C(NNC(=O)C1C2CCC(C2)C1C(=O)O)c1ccc(Cl)cc1 (stereo not drawn)	1	-3	0	-16	0%	0	3%	0.2%	0%
CCCC(=O)N=C1SC2CS(=O)(=O)CC2N1c1ccc(-c2nc3ccc(C)cc3s2)cc1 (stereo not drawn)	-2	-15	5	-5	-8%	-2	3%	9.9%	?
CC(=O)Nc1cc(-c2ccccc2)nn1Cc1cccc(Cl)c1	·	-2	-1	0	-3%	-3	0%	3.2%	2%
CC(=O)c1cccc(N(C(=O)CNC(=O)c2cccs2)C(C(=O)NCC2CCCO2)c2ccccc2)c1 (stereo not drawn)	0	-14	6	6	2%	·	-4%	-2.7%	0%
Cc1ccc(NC2=Nc3ccccc3CC2)cc1	-14	·	-3	-27	-5%	-3	-15%	0.1%	-11%
CC1CCCC(=C\c2ccccc2)/C1=N/O (stereo not drawn)	3	1	1	10	-1%	-6	4%	1.4%	-19%
CCn1c(C(=O)N2CCC(C(=O)NCc3cccs3)CC2)cc2sccc21	-10	2	2	-3	-1%	·	-5%	1.2%	-1%
COC(=O)COc1ccc(NC(=O)C(c2ccccc2)c2ccccc2)cc1	-6	4	6	5	0%	6	-12%	2.7%	-32%
Cc1ccc(CSCc2ccc(C(=O)NC3CC3)o2)cc1	-6	-14	5	7	-1%	0	6%	2.1%	0%
CCN1CCN(c2nc3c(c(=O)n(C)c(=O)n3C)n2CCSc2nccc(C)n2)CC1	-1	1	0	-1	-5%	-8	-4%	5.4%	0%
CCn1c(CCNC(=O)c2ccc(OC)cc2)nnc1SCc1ccc(Cl)c(Cl)c1	·	-21	10	9	0%	-8	-2%	4.3%	-5%
Cc1cccc(N2CCN(C(=O)Cn3c(C)c4cnn(-c5ccccc5)c(=O)c4c3C)CC2)c1C	·	-6	11	-5	4%	-1	-2%	1.2%	4%

Part of the list above in order of SMILES length, descending:
SMILES	RXFP1 antagonist	D1 antag	D1 agonist	D2 potentiator	Vif-APOBEC3G blk	D1 potentiator	Glioma ERSR ind	RXFP1 agonist	Vif-A3F inh
Cc1cccc(N2CCN(C(=O)Cn3c(C)c4cnn(-c5ccccc5)c(=O)c4c3C)CC2)c1C	·	-6	11	-5	4%	-1	-2%	1.2%	4%
CCCC(=O)N=C1SC2CS(=O)(=O)CC2N1c1ccc(-c2nc3ccc(C)cc3s2)cc1 (stereo not drawn)	-2	-15	5	-5	-8%	-2	3%	9.9%	?
COC(=O)c1csc2c(C(F)(F)F)cc(N3CCN(C(=O)Nc4ccccc4)CC3)nc12	1	-2	3	-7	2%	12	-5%	30%	0%
COc1ccc(CNC(=O)CCNS(=O)(=O)c2ccc3c(c2)oc(=O)n3C)cc1	-14&-7	-10&-27	1&1	-1&-7	2%&-5%	4&0	-2%&4%	4.9%&0.9%	-10%&-3%
CC(C)c1cccc(C2=CC(=O)C[C@H](c3ccc4c(c3)OCO4)C2)c1	·	7	5	-5	0%	0	-1%	0.4%	3%
FC(F)(F)c1nc(-c2cccs2)ncc1-c1nnnn1-c1ccc(Cl)cc1	-18	1	3	-1	-6%	-1	-13%	0.2%	-9%
CCC1=C(c2cc(OC)c(OC)c(OC)c2)C2(CCCC2)C(=O)O1	·	1	5	1	1%	2	-4%	-2.3%	2%
O=C(NNC(=O)C1C2CCC(C2)C1C(=O)O)c1ccc(Cl)cc1 (stereo not drawn)	1	-3	0	-16	0%	0	3%	0.2%	0%
CC(=O)Nc1cc(-c2ccccc2)nn1Cc1cccc(Cl)c1	·	-2	-1	0	-3%	-3	0%	3.2%	2%
Cc1ccc(CSCc2ccc(C(=O)NC3CC3)o2)cc1	-6	-14	5	7	-1%	0	6%	2.1%	0%
CC(C)CC(=O)NC(=S)Nc1ccc(F)cc1F	-15	1	20	-6	-1%	1	-2%	1.6%	-3%
Cc1ccc(NC2=Nc3ccccc3CC2)cc1	-14	·	-3	-27	-5%	-3	-15%	0.1%	-11%

3 structures out of the list, arranged by length of the SMILES, largest number first.
SMILES	RXFP1 antagonist	D1 antag	D1 agonist	D2 potentiator	Vif-APOBEC3G blk	D1 potentiator	Glioma ERSR ind	RXFP1 agonist	Vif-A3F inh
CCCC(=O)N=C1SC2CS(=O)(=O)CC2N1c1ccc(-c2nc3ccc(C)cc3s2)cc1 (stereo not drawn)	-2	-15	5	-5	-8%	-2	3%	9.9%	?
COC(=O)c1csc2c(C(F)(F)F)cc(N3CCN(C(=O)Nc4ccccc4)CC3)nc12	1	-2	3	-7	2%	12	-5%	30%	0%
CC(C)CC(=O)NC(=S)Nc1ccc(F)cc1F	-15	1	20	-6	-1%	1	-2%	1.6%	-3%

The listing continues:
SMILES	RXFP1 antagonist	D1 antag	D1 agonist	D2 potentiator	Vif-APOBEC3G blk	D1 potentiator	Glioma ERSR ind	RXFP1 agonist	Vif-A3F inh
O=C(Nc1cccc(F)c1)N1CCN(C/C=C/c2ccccc2)CC1	-1	-19	4	-14	1%	-4	0%	2.7%	5%
COc1ccc(CCNC(=O)C2CC3Cn4c(nc5cc(C)c(C)cc54)C3N2C)cc1 (stereo not drawn)	·	-5	0	4	2%	-1	-3%	0.0%	-1%
CC(=O)c1ccc(OCCCC(=O)Nc2nnc(C3CC3)s2)cc1	5	·	·	·	0%	·	-2%	·	4%
COCCNC(=O)c1cc(-c2ccc3c(c2)OCO3)on1	0	-2	1	12	0%	-1	-11%	-0.1%	-2%
Cc1cccc(NC(=O)CCc2ccccc2)c1C	5	1	3	4	1%	5	-7%	-0.4%	2%
Cc1ccc(C)c(CN2CCCN(Cc3ccccc3C)S2(=O)=O)c1	?	-2	3	5	2%	-1	0%	-0.6%	4%
CCCN1CCN(CCCNC(=S)Nc2ccc(F)cc2)CC1	-2	16	1	-1	3%	-4	-1%	-0.7%	-22%
Cc1cc2ccccc2c(=O)n1CC(=O)NCC(=O)N(C)Cc1ccccc1	-9	-3	-1	-2	0%	-2	0%	-0.7%	-16%
COC(=O)CN1C(=O)N/C(=C/c2ccc(OC)cc2)C1=O	-5	-25	12	-25	1%	-4	1%	-0.1%	5%
COc1ccc(NC(=O)/C=C\C(=O)N(c2ccc(C(C)C)cc2)C(C(=O)NCc2ccco2)c2ccc(F)cc2)cc1 (stereo not drawn)	-38	-3	1	-12	-6%	-1	-5%	2.1%	-1%
Cc1cccc(-n2nc3c(c2NC(=O)c2cc4ccccc4o2)CS(=O)(=O)C3)c1	-10	-49*	1	-13	-1%	-8	-5%	0.1%	3%
C=CCn1c(COc2ccc(CC)cc2)nnc1SCC(=O)NC1CCS(=O)(=O)C1 (stereo not drawn)	-5	3	0	-5	0%	-3	2%	-3.7%	-8%
COc1cc(CC(=O)O)c(C(C)=O)cc1OC	11	3	3	-2	-1%	-4	-5%	0.1%	-1%
O=[N+]([O-])c1cc(-c2ncccn2)cs1	-3	-12	1	0	-1%	-8	-3%	0.7%	12%
O=C1CC(SCc2nc3ccccc3[nH]2)C(=O)N1c1cccc(Cl)c1 (stereo not drawn)	-5	0	2	0	0%	-2	-6%	-0.2%	10%
O=C(COC(=O)c1cc(=O)c2ccccc2o1)Nc1ccccc1F	-12	·	·	·	-2%	·	-1%	·	3%
Cc1cc(C)c(C)c(S(=O)(=O)N2CCC(C(=O)N(C)Cc3nc4ccccc4c(=O)[nH]3)CC2)c1C	-2	·	·	·	-14%	·	-2%	·	-13%
Cc1c(C#N)c(O)n(CCO)c(=O)c1N=Nc1ccc(S(N)(=O)=O)cc1	-2	0	2	·	5%	-7	1%	4.9%	11%
COc1ccc(OC)c(C2C(C#N)=C(N)Oc3c2c(C)nn3-c2ccc(C)cc2)c1 (stereo not drawn)	9	-6	1	-5	-5%	-7	2%	1.8%	1%
O=C(CNS(=O)(=O)c1ccc(Br)cc1)N1CCN(c2ccc(F)cc2)CC1	-10	8	-2	11	0%	-7	-5%	-1.8%	0%

Some of the compounds tested; the hit share may differ from the screen's.
